ALDH1A1 inh: inhibitors of human aldehyde dehydrogenase 1A1; P00352; Purified ALDH1A1, NADH fluorescence, propionaldehyde substrate; Potency, µM (top dose mostly 75.3 µM), for the others: at the highest dose activity, negative = inhibition, hits mostly inhibitors; hit rate 7.3% among 220,000; AID 1030; active = well fitted inhibition curve with a large enough effect, not every such curve was filed as active; inconclusive = small, poorly fitted or top-dose-only effect, or another doubt; inactive = no such curve, though single readings can be large or run the other way;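 also: plate controls were no enzyme wells and a reference inhibitor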
SMN2 splice enh: increases expression of the SMN2 splice variant | HEK293 SMN2-luciferase splicing reporter, luminescence, 30-36 h | Potency, µM (top dose mostly 46.1 µM), without a hit: at the highest dose activity change, positive = activation, actives largely listed as activators | hit rate 2.8% among 210,000 | AID 1458; also: % of control where 0% means no effect; nearly all actives have a fitted effect of over 55% in size
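HEK293 cells carry an SMN2 minigene-luciferase reporter in which exon 7 inclusion puts luciferase in frame. Cells were seeded at 2000 cells/well, attached for 10-12 hours, then exposed to compounds for 30-36 hours at 37C before ONE-Glo luminescence.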
LMNA splice mod: modulators of lamin A splicing. HeLa LMNA splicing GFP/RFP minigene ratio, 48 h. Potency, µM (highest dose often 46.1 µM), without a hit: at the highest dose ratio change, negative = inhibition, actives largely listed as inhibitors. hit rate 0.01% among 200,000; active = well fitted inhibition curve with a large enough effect in the signal ratio, with a control signal flat, not every such curve was filed as active; inconclusive = small, poorly fitted or top-dose-only effect, or effect the other way, or a change in a side signal; the % refers to the signal ratio; also: % is scaled to controls: 0 for no effect and ±100 for the full control effect
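S3 HeLa stable clones carrying a lamin A-EGFP splicing minigene plus DsRed2 were seeded at 600 cells/well in Opti-MEM with 2% FBS, pin-dosed and incubated 48 h at 37°C. Acumen cytometry (488 nm) gave the GFP/RFP total-intensity ratio.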
KDM4E inh: blocks human JMJD2E demethylase activity. AID 2147. B2RXH2. Potency, µM (highest dose often 57.1 µM), for the others: at the top dose activity change, negative = inhibition, hits mostly inhibitors. hit rate 1.6% among 230,000. JMJD2E catalytic domain, FDH-coupled NADH fluorescence (FDH is formaldehyde dehydrogenase); active = well fitted inhibition curve with a large enough effect, not every such curve was filed as active; inconclusive = small, poorly fitted or top-dose-only effect, or another doubt; inactive = no such curve, though single readings can be large or run the other way;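 also: 0% = wells with enzyme and -100% = buffer wells without enzyme; nearly all actives have a fitted effect of over 50% in size; many of its hits are not listed in these tables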
Tau fibril ThT: blocks human tau fibril formation measured by thioflavin T; recombinant tau K18 P301L (four-repeat tau fragment), heparin-induced fibrillization, ThT fluorescence; Potency, µM (top dose mostly 57.4 µM), inactives show at the top dose activity, negative = inhibition, hits mostly inhibitors; hit rate 2.1% among 270,000; AID 1460; also: % is scaled to controls: 0 for no effect and ±100 for the full control effect; nearly all actives have a fitted effect of over 55% in size
Target sequence (P10636 561-689 P618L limits assumed): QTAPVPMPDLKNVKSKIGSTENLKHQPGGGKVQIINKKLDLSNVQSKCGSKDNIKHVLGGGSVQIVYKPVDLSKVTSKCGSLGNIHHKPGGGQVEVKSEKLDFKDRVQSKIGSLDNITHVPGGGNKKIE
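Tau K18 P301L fragment (15 uM unlabeled plus 0.24 uM Alexa 594-labeled) in 100 mM sodium acetate pH 7 with compound, fibrillization induced by 20 uM heparin for 6 hr at 37 C. Thioflavin T (30 uM) added, fluorescence read after 1 hr (ex 450, em 510 nm).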
RECQ1 inh: inhibitors of human RECQ1 DNA helicase | P46063 | RECQ1 DNA unwinding, red fluorescence kinetic read | Potency, µM (doses to about 57.3 µM), inactives show at the top dose activity, negative = inhibition, usual class: inhibitors | hit rate 0.54% among 240,000;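 also: plate controls were vehicle for no effect and no enzyme for full effect; nearly all actives have a fitted effect of over 30% in size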
Target sequence (P46063 whole entry, looked up): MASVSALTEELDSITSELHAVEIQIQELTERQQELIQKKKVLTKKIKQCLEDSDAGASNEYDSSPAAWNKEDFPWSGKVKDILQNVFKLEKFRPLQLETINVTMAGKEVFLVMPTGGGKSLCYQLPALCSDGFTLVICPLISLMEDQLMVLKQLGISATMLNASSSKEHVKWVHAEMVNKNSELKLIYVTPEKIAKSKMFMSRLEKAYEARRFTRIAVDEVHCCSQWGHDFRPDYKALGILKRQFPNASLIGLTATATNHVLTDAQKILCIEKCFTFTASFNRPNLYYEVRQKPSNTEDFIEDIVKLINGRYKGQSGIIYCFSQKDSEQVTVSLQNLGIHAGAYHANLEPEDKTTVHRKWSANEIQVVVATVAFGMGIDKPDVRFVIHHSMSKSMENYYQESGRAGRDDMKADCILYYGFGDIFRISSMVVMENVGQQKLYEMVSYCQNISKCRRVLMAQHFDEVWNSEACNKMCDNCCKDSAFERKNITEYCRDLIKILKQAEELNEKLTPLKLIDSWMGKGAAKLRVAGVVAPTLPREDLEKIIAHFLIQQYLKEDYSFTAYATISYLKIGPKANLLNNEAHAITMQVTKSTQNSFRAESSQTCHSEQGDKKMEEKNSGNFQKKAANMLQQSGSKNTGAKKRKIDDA
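RECQ1T1 50 nM; forked duplex (20 bp + 30-nt ss tails) 200 nM, ATP 2 mM final; pH 8.0, 2 mM MgCl2, 2.5 ug/ml poly(dI-dC); 15 min compound preincubation; discontinuous kinetic read over 2 h at RT.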
KinaseGlo FLuc: Kinase-Glo luciferase inhibition (counter-screen). Potency, µM (highest dose often 38.3 µM), for the others: at the highest dose activity change, negative = inhibition, most hits filed as inhibitors. Q27757. AID 1379. Kinase-Glo luciferase, ATP luminescence, 8 min. hit rate 0.28% among 200,000; also: % is scaled to controls: 0 for no effect and ±100 for the full control effect; nearly all actives have a fitted effect of over 60% in size
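Recombinant Kinase-Glo luciferase, 10 uM ATP (linear range), luciferin; imidazole pH 7.2 / KCl / MgCl2 / Tween / BSA buffer; 8 min RT; luminescence.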
L3MBTL1 inh: blocks human L3MBTL1; Q9Y468; Potency, µM (highest dose often 57.1 µM), inactives show at the top dose activity, negative = inhibition, usual class: inhibitors; hit rate 0.66% among 230,000; AlphaScreen L3MBTL1–H3K9me1 peptide binding; also: % is scaled to controls: 0 for no effect and ±100 for the full control effect; nearly all actives have a fitted effect of over 60% in size
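Read-out is AlphaScreen signal from streptavidin donor and nickel chelate acceptor beads (10 ug/mL final each) bridging L3MBTL1 (50 nM) and biotinylated K9-monomethylated H3(1-15) peptide (75 nM), after 30 min compound exposure at room temperature.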
* marks the source's active call; other numbers are inactive results; i = inactive; ? = inconclusive; . = no result given; [ ] = another dose, or the depositor's remark. Unless noted, calls follow the shape of the dose curve; as a rule, active = well fitted curve in the direction sought with a large enough effect; inconclusive = small, poorly fitted or top-dose-only effect, or another doubt; inactive = no such curve, though single readings can be large; an effect the other way counts as inactive or inconclusive. Potency is read from the fitted curve at half-maximal effect. This is a subset (hit frequency here may not be typical).

molecule	ALDH1A1 inh	SMN2 splice enh	LMNA splice mod	KDM4E inh	Tau fibril ThT	RECQ1 inh	KinaseGlo FLuc	L3MBTL1 inh
Cc1ccnc2nc(C(=O)NCCc3ccc(F)cc3)nn12	16.6%	-14.0%	10.0%	-4.0%	0.1%	i	-4.3%	6.7%
Cc1cc(C)cc(OCC(=O)Nc2ccccc2C(=O)NCc2ccco2)c1	-1.5%	20.8%	2.7%	?	-5.3%	i	1.7%	12.0%[11.4 µM]
O=C(C[n+]1cccc2ccccc21)c1ccc(NC(=O)c2ccccc2)cc1	-0.1%	-1.2%	.	17.0%	-13.0%	4.4%	2.3%	-13.7%
O=C(OCC1OC(n2ccc(=O)[nH]c2=O)C(O)C1OC(=O)c1ccccc1)c1ccccc1 (stereo not given)	-14.9%	20.3%	-4.6%	10.5%	-16.8%	-1.2%	0.3%	.
Cn1c(NNC(=O)CCC2CCCCC2)cc(=O)n(C)c1=O	?	-5.0%	5.9%	-18.1%	-6.2%	-2.8%	9.0%	5.5%
COc1cc(NC(=O)c2cc(-c3cccnc3)nc3ccc(Br)cc23)cc(OC)c1	9.7%	-8.2%	?	-8.6%	-4.7%	3.0%	0.5%	1.5%
COc1ccc(C(=O)OCC(=O)NCCCc2ccccc2)cc1[N+](=O)[O-]	?	1.7%	.	-4.1%	13.2%	i	0.1%	5.8%
CCOC(=O)C1C(=O)NC(c2ccccc2)=NC1c1ccc(O)c(OC)c1 (stereo not given)	6.3%	.	.	-3.6%	-3.8%	-1.1%	1.6%	-3.5%
CC(=O)OC[C@@]12C(=O)[C@@H](O)[C@@H](C)[C@]3(C[C@@H](c4ccoc4)O[C@@H]3OC(C)=O)[C@H]1CCC[C@]21CO1	12.7%	11.9%	.	3.3%	-12.7%	8.7%	-0.9%	.
O=C(CCC(=O)OCC(=O)c1ccccc1)Nc1cccc(Cl)c1	-1.7%	3.9%	11.6%	-0.6%	-2.3%	-10.1%	1.1%	2.1%
COCCNC(=S)N1CCc2cc(OC)c(OC)cc2C1COc1ccc(C(C)C)cc1 (stereo not given)	?	14.5%	?	4.0%	-7.5%	-10.9%	-7.1%	-16.9%
Cc1c(C#N)c2ccccc2n1CC(=O)N1CCCC1	-0.1%	-1.3%	?	-5.7%	26.5%	-1.3%	-2.1%	37.4%[activator]
COc1cc(C(NC(C)=O)NC(C)=O)ccc1OCc1ccccc1	-4.4%	3.0%	?	8.7%	1.4%	i	5.0%	4.7%
CCOC(=O)C1=C(O)/C(=C\c2ccc(CNC(=O)C(=O)Nc3ccccc3)o2)N=C1C	11.2µM*	-39.9%[inhibitor]	?	-5.6%	8.5%	-0.9%	-5.5%	.
Cc1ccc(/C=N/NC(=O)C2(O)c3ccccc3-c3ccccc32)o1	?	-9.2%	-8.7%	2.6%	3.7%	0.0%	-2.8%	-8.3%
Cc1ccc(C)c2[nH]c(=O)c(CN(Cc3cccs3)C(=S)NCc3ccco3)cc12	25.1µM*	-5.2%[1.84 µM]	?	?	-1.8%	-9.8%	3.9%	-10.4%
O=C(NCc1ccco1)C(c1ccc(F)cc1)N(C(=O)Cc1cccs1)c1cccnc1 (stereo not given)	-9.2%	-3.6%	.	-12.3%	-4.5%	i	-2.9%	-8.0%
Cc1ccc(CN2CCN(/N=C/c3cccnc3)CC2)cc1	11.3%	-17.1%	-3.3%	?	-2.3%	-6.3%	3.3%	-16.2%
O=C(CNC(=O)c1cccc(F)c1)OCC(=O)N1CCCc2ccccc21	-1.8%	-20.5%	4.7%	3.8%	2.1%	0.7%	-3.3%	3.9%
CC(=O)CC(=O)NC(=NC1CCCCC1)Nc1nc(C)cc(C)n1	-17.4%	-0.7%	-14.2%	5.9%	-17.5%	-1.0%	0.8%	4.1%

Brought forward from above: 3 compounds; new compounds follow.
molecule	ALDH1A1 inh	SMN2 splice enh	LMNA splice mod	KDM4E inh	Tau fibril ThT	RECQ1 inh	KinaseGlo FLuc	L3MBTL1 inh
Cc1ccc(CN2CCN(/N=C/c3cccnc3)CC2)cc1	11.3%	-17.1%	-3.3%	?	-2.3%	-6.3%	3.3%	-16.2%
O=C(CNC(=O)c1cccc(F)c1)OCC(=O)N1CCCc2ccccc21	-1.8%	-20.5%	4.7%	3.8%	2.1%	0.7%	-3.3%	3.9%
CC(=O)CC(=O)NC(=NC1CCCCC1)Nc1nc(C)cc(C)n1	-17.4%	-0.7%	-14.2%	5.9%	-17.5%	-1.0%	0.8%	4.1%
CCn1c(CSc2nc(C)cc(C)n2)nnc1SCC(N)=O	-4.7%	.	2.8%[46 µM]	0.9%	-8.0%	-3.5%	0.6%	4.2%
CCOC(=O)Cc1nnc(NC(=O)CSc2nnc3c4ccccc4n(C)c3n2)s1	?	.	-1.1%	-2.0%	?	-10.9%	.	-8.0%
CN1CCN(C(=O)CCc2nc3ccccc3n2-c2ccccc2)CC1	6.6%	2.9%	7.2%	9.6%	-7.7%	i	4.6%	4.3%
O=C(CC1NCCN(Cc2ccccc2)C1=O)Nc1ccc(Cl)cc1 (stereo not given)	6.0%	.	9.9%[46 µM]	0.2%	-3.0%	i	.	5.0%
COc1ccc(OC)c(C2C3CN(C(C)C)CC=C3C(C#N)=C(N)C2(C#N)C#N)c1 (stereo not given)	?	-0.1%	?	?	?	-11.6%	-2.2%	-4.6%
Cn1cc([N+](=O)[O-])c(C(=O)Nc2ccn(Cc3c(F)c(F)cc(F)c3F)n2)n1	4.8%	-17.9%	?	0.9%	1.9%	i	-3.4%	.
Cc1ccc(C(=O)NC2CCS(=O)(=O)C2)cc1S(=O)(=O)N1CCOCC1 (stereo not given)	3.4%	3.4%	-1.0%	-5.8%	2.3%	0.1%	0.1%	.
Cc1cccn2c(=O)c3cc(C(=O)NCCCN4CCCC4=O)n(C)c3nc12	?	24.0%	8.1%	?	-15.1%	-1.7%	4.0%	10.8%
O=C(Cc1ccccc1)NC(Nc1cccc2ccccc12)C(Cl)(Cl)Cl (stereo not given)	-3.7%	-19.4%	?	-5.0%	-4.1%	-6.2%	-1.6%	-0.6%
CCOC(=O)CCNCc1ccc(OC)c(OC)c1	.	.	.	0.6%	-3.3%	-10.4%	.	2.6%
COc1ccc(NC(=O)COC(=O)CNS(=O)(=O)c2ccc(F)c(F)c2F)cc1OC	2.4%	7.0%	-10.2%	4.8%	-9.7%	1.0%	-0.1%	-0.7%
Nc1nnc(SCC(=O)Nc2ccc(Cl)c(C(=O)O)c2)s1	-1.0%	.	.	11.1%	2.4%	i	.	.
O=C(CSc1nnc(CNc2cccc(C(F)(F)F)c2)n1Cc1ccco1)NCc1ccco1	2.3%	4.5%	1.7%	75.2%[activator]	-1.2%	i	-0.9%	10.2%
CCOc1c(Cl)cc(C(=O)Nc2ccccc2C(=O)O)cc1Cl	?	?	?	4.3%	5.0%	i	-2.7%	5.1%
Cc1cccc(N=c2c([N+](=O)[O-])nn(-c3ccc(Cl)cc3)n2O)c1	-8.3%	7.6%	.	-3.3%	?	-8.6%	2.1%	.
Cc1noc(C)c1COc1ccc(C(=O)OCC(=O)N2CC3(C)CC2CC(C)(C)C3)cc1 (stereo not given)	?	15.1%	-2.8%	4.6%	-17.4%	-2.9%	3.2%	.
O=C(O)C1CC=CCC1C(=O)Nc1ccccc1C(=O)N1CCN(c2ccccc2)CC1 (stereo not given)	4.0%	-7.7%	12.7%	6.8%	-1.4%	i	-4.0%	.
CCOC(=O)C1(Cc2ccc(Cl)cc2)CCN(Cc2cnc(N)nc2)CC1	9.5%	.	.	-8.0%	-7.9%	-11.7%	.	1.4%
O=C(Cn1c(=O)oc2cc(S(=O)(=O)N3CCCC3)ccc21)N1CCN(c2ccccc2)CC1	?	-11.4%	?	1.0%	-2.4%	-0.3%	2.6%	.
O=C(COc1ccccc1)Nc1nccs1	1.7%	5.01µM*	7.4%	-1.8%	9.9%	-9.6%	10µM*	0.6%
O=C(Nc1cccc(F)c1)N1CC2(CCN(C(=O)c3cc(C(F)(F)F)cc(C(F)(F)F)c3)CC2)C1	3.3%	-7.7%	.	.	.	i	-5.2%	.
COc1ccc(C2c3c(ccc4ccccc34)Oc3ncn4nc(Cc5ccccc5)nc4c32)cc1OC (stereo not given)	?	1.8%	-5.4%	?	4.4%	-9.1%	-0.4%	6.2%
C[n+]1ccn(CC(=O)c2ccc(Br)cc2)c1	-2.3%	-7.4%	?	8.7%	8.3%	3.2%	-1.3%	-6.8%
O=C1CN(C(=O)c2ccc(Br)o2)C(c2ccc(F)cc2)c2cc(F)ccc2N1 (stereo not given)	?	-19.2%	-4.2%	9.4%	-8.5%	-2.3%	2.4%	17.3%[11.4 µM]
CCc1cccc(NC(=O)c2cc(OC)c(OC)c(OC)c2)c1	6.5%	14.0%	1.0%[46 µM]	12.5%	-5.9%	2.8%	-4.3%	-4.7%
CC(C)NC(=O)NC(=O)COC(=O)CCCSc1nc2ccccc2s1	?	-11.1%	-0.9%	-18.5%	-8.8%	-2.4%	2.2%	9.5%
O=C(Nc1ccc(Oc2ccc(Cl)cc2)cc1)c1ncn[nH]1	-4.0%	-19.5%	?	?	-2.9%	-1.4%	-4.0%	-3.3%
